CHRM5 antagonist: antagonists of human muscarinic M5 receptor (CHRM5) | CHO-hM5 cells, Fluo-8 calcium fluorescence, ACh EC80 | 360,000 tested, 0.59% active | inhibition, % at 3 µM | P08912;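 active means inhibition above a per-plate cutoff, the mean of that plate's test compounds plus 3 SD, cut at about 27% in these data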;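 further: 0% = acetylcholine EC80 with DMSO and 100% = DMSO without agonist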
Target sequence (P08912 whole entry, looked up): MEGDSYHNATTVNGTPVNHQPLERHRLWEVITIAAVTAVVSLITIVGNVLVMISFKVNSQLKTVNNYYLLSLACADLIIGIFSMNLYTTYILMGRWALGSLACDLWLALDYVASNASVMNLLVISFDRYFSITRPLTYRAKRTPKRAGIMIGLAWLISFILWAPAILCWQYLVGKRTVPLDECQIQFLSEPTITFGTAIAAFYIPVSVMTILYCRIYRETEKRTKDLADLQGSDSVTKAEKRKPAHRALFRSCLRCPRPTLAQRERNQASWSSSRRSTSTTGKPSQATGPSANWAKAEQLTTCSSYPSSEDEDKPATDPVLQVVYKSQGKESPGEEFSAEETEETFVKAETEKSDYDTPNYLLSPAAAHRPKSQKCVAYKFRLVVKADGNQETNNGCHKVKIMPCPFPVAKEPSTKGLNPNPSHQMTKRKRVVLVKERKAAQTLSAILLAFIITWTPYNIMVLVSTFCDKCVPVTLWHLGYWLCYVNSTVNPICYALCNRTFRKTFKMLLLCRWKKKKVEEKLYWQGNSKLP
M1 PAM parental: M1 PAM counterscreen hit in parental CHO-K1 cells; ATP EC20, Fluo-8 calcium fluorescence; 0% at ATP EC20, 100% at ATP max; activation, % at 3 µM; 360,000 tested, 0.02% active;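 active means activation above the run cutoff, the mean activation of all test compounds plus 3 SD, cut at about 40% in these data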;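 further: peak over basal fluorescence ratio in a 140 s read after ATP addition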
CHRM5 PAM: CHRM5 positive allosteric modulation; CHO-K1 hM5, Fluo-8 calcium, ACh EC20 PAM; 0% = ACh EC20, 100% = ACh EC100; P08912; 360,000 tested, 0.3% active; activation, % at 3 µM;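 active means activation above the run cutoff, the mean activation of all test compounds plus 3 SD, cut at about 18% in these data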
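System: CHO-K1 hM5 cells. Reagent: acetylcholine, EC20 level. Compound dosing: single dose, 3 µM nominal final test concentration. Timing: Post-acetylcholine fluorescence recording 140 s. Detection: Fluo-8 calcium fluorescence. Read-out: % activation, ACh-normalized. Benchmarks: ACh EC20 and EC100 wells. Repeats: singlicate, one well per test compound.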
CRFBP-R2 agonist: CRF-BP/CRF-R2 complex agonism. HEK293 CRF-R2/CRF-BP, calcium dye fluorescence (FLIPR); percent of saturating CRF peptide response. activation, % at 13.2 µM. 350,000 tested, 0.46% active;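 active means activation of at least 50%, plus an integration ratio under a set limit after plate pattern correction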;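 further: plate controls were neutral control wells without compound for no effect and CRF at EC100 for full effect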
TAAR1 antag: antagonists of human TAAR1 | CHO RD-HGA16 TAAR1, Fluo-8 calcium fluorescence, antagonist | Q96RJ0 | inhibition, % at 3 µM | 360,000 tested, 1.5% active;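 active means inhibition above a per-plate cutoff, the mean inhibition of test compounds on that plate plus 3 SD, cut at about 49% in these data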;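 further: 0% = DMSO plus EC80 beta-PEA response and 100% = DMSO alone without agonist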
Target sequence (Q96RJ0 whole entry, looked up): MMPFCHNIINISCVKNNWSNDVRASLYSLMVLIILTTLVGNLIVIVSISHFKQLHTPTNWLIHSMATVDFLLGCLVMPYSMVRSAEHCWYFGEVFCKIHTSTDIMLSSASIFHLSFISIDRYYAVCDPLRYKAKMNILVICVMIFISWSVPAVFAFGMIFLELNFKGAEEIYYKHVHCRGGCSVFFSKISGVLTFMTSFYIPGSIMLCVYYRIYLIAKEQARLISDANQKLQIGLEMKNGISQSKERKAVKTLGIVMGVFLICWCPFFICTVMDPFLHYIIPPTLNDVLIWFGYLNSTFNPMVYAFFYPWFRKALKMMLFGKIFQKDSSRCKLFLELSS
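Assay system: CHO-derived RD-HGA16 cells stably expressing human TAAR1 plus Gα16. Timing: 140 s kinetic read after compound, 140 s after agonist. Technique: kinetic Fluo-8 calcium fluorescence measurement. Measure: % inhibition of agonist calcium response.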
CHRM4 PAM: CHRM4 positive allosteric modulation; CHO-K1 hM4/Gqi5, Fluo-8 calcium fluorescence, ACh EC20; 0% = ACh EC20, 100% = maximal ACh; activation, % at 3 µM; 360,000 tested, 0.4% active;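 active means activation above its plate's cutoff, the mean activation of sample wells plus 3 SD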; further: some results filed as inactive read as strong as hits
CRFBP-R2 block: antagonists of CRF-binding protein/CRF-R2 receptor complex | HEK293 CRF-R2/CRF-BP, CRF-induced calcium fluorescence | inhibition, % at 11.8 µM | 350,000 tested, 0.59% active | AID 588475;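 active means inhibition of the ligand-induced calcium signal above about 50% at the single tested concentration, limit read from the data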
TAAR1 agonist: agonists of human TAAR1 | activation, % at 3 µM | CHO RD-HGA16 TAAR1, Fluo-8 calcium fluorescence; vehicle wells 0%, saturating PEA agonist 100% | Q96RJ0 | 360,000 tested, 0.99% active;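 active means activation above the mean activation of all test compounds in the run plus 3 SD, cut at about 38% in these data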
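test system = CHO RD-HGA16 cells carrying human TAAR1 plus Gα16 | schedule = 17-24 h seeding, 75 min 37 °C dye, 30 min RT | compound dosing = 3 µM single concentration | control set = DMSO and PEA EC100 | replicates = n 1 | signal = Fluo-8 fluorescence, 5 s baseline then 140 s kinetic read | measure = percent activation vs PEA EC100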
CHRM5 agonist: agonists of human muscarinic M5 receptor (CHRM5). P08912. CHO-K1 hM5 cells, Fluo-8 calcium fluorescence; 0% DMSO wells, 100% maximal acetylcholine response. activation, % at 3 µM. 360,000 tested, 0.19% active. AID 624037;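 active means activation above the run's mean over test compounds plus 3 SD, cut at about 23% in these data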;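 further: signal is peak over basal fluorescence ratio across the kinetic read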
Starred values were filed as active, the others as inactive; nt = no result given.

SMILES | CHRM5 antagonist | M1 PAM parental | CHRM5 PAM | CRFBP-R2 agonist | TAAR1 antag | CHRM4 PAM | CRFBP-R2 block | TAAR1 agonist | CHRM5 agonist
O=C1Nc2ccc(Cl)cc2C(=O)C1(F)c1ccccc1 (stereo not given) | 1 | 15 | 4 | -0.6 | 4 | -4 | -10 | 3 | -2
COc1ccc(S(=O)(=O)N2CCN(CC(=O)Nc3cccc(OC)c3)CC2)cc1 | 10 | 4 | -1 | 1.9 | -5 | 0 | -6 | 1 | -3
CCc1c(C)sc(NC(=O)CN2CCN(C(=O)c3ccco3)CC2)c1C(=O)OC | 4 | 13 | 4 | -0.2 | 4 | -6 | -11 | 21 | 11
COc1cc(/C=N/NC(=O)c2cc(-c3ccco3)nc3ccccc23)cc(OC)c1O | 4 | 15 | -1 | -0.7 | -10 | -2 | 0 | 2 | 2
C=CCNC(=S)Nc1cc(Cl)ccc1OC | -3 | 23 | 5 | -1.6 | 22 | 1 | 4 | 0 | -4
O=C(N/N=C/c1ccccc1)c1n[nH]c2c1CCCC2 | -8 | 19 | 2 | 0.4 | -1 | -2 | 2 | 1 | -1
COc1cc(/C=C/C(=O)OCC(=O)N2CCN(C(=O)c3ccco3)CC2)ccc1O | 18 | 13 | -15 | -0.3 | -11 | -9 | 5 | 2 | 1
COc1ccc(N2CCOCC2)c(NC(=O)COc2cccc(C)c2C)c1 | 12 | -14 | -3 | -0.5 | -4 | 1 | -10 | 1 | 0
COc1ccc(CCC(=O)OCC(=O)NCc2ccc(OC)c(OC)c2)cc1OC | 1 | 11 | 1 | 0.2 | -3 | -3 | -3 | 4 | 1
COC(=O)c1ccccc1NC(=O)N1CCc2ccc(NC(=O)c3ccccn3)cc2C1 | 1 | -12 | 1 | -0.1 | 27 | -3 | 6 | -1 | -3
COc1ccc(-c2csc(C(O)(c3ccccc3)C(F)(F)F)n2)cc1 (stereo not given) | -3 | 7 | -6 | nt | 36 | -5 | nt | 1 | -3
COc1ccc(CCNC(=O)c2cc(-c3ccccc3OC)on2)cc1OC | -1 | 15 | -3 | -0.7 | 4 | -1 | -66 | 4 | 2
CCOc1ccc(NC(=O)CSc2nnc(CCNC(=O)c3ccc(OC)cc3)n2C)cc1 | -6 | 18 | 2 | -8.4 | nt | 12 | 31 | nt | 1
CCC(C)c1ccc(NC(=S)Nc2ccc(OC)cc2C)cc1 (stereo not given) | -7 | 13 | 0 | -1.9 | 11 | 6 | 34 | 1 | -7
COc1cc(C(=O)Nc2ccn(C)n2)ccc1OC(F)F | 1 | 20 | -2 | 0.7 | 0 | 7 | -13 | 1 | 3
CCOc1ccc(C=Nc2cccc3ncccc23)cc1 | 3 | 23 | -3 | -0.2 | 9 | -1 | -8 | 2 | 1
Cc1ccc(-n2nnnc2SCC(=O)NCC2(N3CCOCC3)CCCCC2)c(C)c1 | 12 | -12 | -19 | 0.3 | 26 | -4 | -2 | 12 | -3
CCOC(=O)C(C)Sc1nnc(Cc2cc(=O)[nH]c(=O)[nH]2)n1-c1ccc(Cl)cc1 (stereo not given) | -2 | 14 | -2 | 9.9 | nt | 10 | -3 | nt | 0
O=C(O)C1CCN1C1CCCCC1 (stereo not given) | -2 | -4 | 6 | -0.4 | -12 | 5 | -5 | 2 | 2
Cc1ccc(C(=O)NCC(=O)O)s1 | 0 | 19 | 1 | 3.7 | -10 | 5 | -19 | 3 | -2
CCN(CC)c1nc2c(c(=O)[nH]c(=O)n2C)n1CCCc1ccccc1 | 8 | 9 | -4 | -2.5 | -1 | 6 | -19 | -1 | -1
CCOc1ccc(C(=O)NCC(=O)NC(C)CCc2ccccc2)cc1OCC (stereo not given) | 19 | 4 | -5 | 1.2 | -30 | -2 | 1 | 1 | -4
CC(C)Cc1nnc(NC(=O)c2ccncc2)s1 | 1 | 20 | -3 | -0.3 | -13 | -1 | 2 | 2 | 0
Cc1ccccc1NC(=O)c1cc(S(=O)(=O)c2ccccc2)ccc1Cl | 0 | -7 | -6 | -2.6 | -7 | -3 | 9 | 3 | -3
CC1CCCCN1CCn1c(=S)[nH]c2ncccc2c1=O (stereo not given) | 1 | 15 | 4 | 3.4 | 7 | -6 | 28 | 3 | -10
CS(=O)(=O)c1ccc2nc(N)sc2c1 | 5 | -6 | -1 | -0.8 | -2 | 1 | 6 | 2 | -1
CCC(C(=O)Nc1ccc(S(=O)(=O)N2CCN(C)CC2)cc1)c1ccccc1 (stereo not given) | 10 | 9 | -8 | 15 | 0 | -6 | -12 | 34 | 7
CCCCC(O)(CCCC)C(=O)N/N=C(\C)c1ccc(Cl)cc1 | 0 | 3 | -8 | -0.1 | -31 | 16 | 4 | -2 | -8
N/C(=N\OC(=O)CCCOc1ccccc1)c1ccncc1 | -14 | 3 | -5 | 1.0 | -13 | -4 | -3 | 3 | 3
O=C(COC(=O)CSc1ccc([N+](=O)[O-])cc1)NCCC1=CCCCC1 | 10 | -15 | -6 | -3.2 | 13 | -1 | -1 | 9 | 0
COc1ccc(CNC(=O)c2sc(=O)n(Cc3ccccc3C)c2C)cc1 | -3 | -9 | -11 | nt | 70* | 4 | nt | 106* | 41*
CCN(CC(=O)Nc1c(F)cccc1F)C(=O)C1CCC1 | -4 | 12 | 5 | -0.5 | -33 | 9 | 21 | 1 | 1
CC(C(=O)Nc1ccc(C#N)cc1)N(C)CC(=O)Nc1cccc(F)c1 (stereo not given) | 11 | 5 | -4 | -1.3 | 0 | -2 | 16 | 8 | -3
COCCN(C(=O)COC(=O)CCOc1ccccc1C)c1c(N)n(Cc2ccccc2)c(=O)[nH]c1=O | 4 | 10 | 1 | -0.4 | -4 | -2 | -10 | 1 | 1
Cc1sc2ncnc(N3CCC(C(=O)Nc4ccc(Cl)c(Cl)c4)CC3)c2c1C | 19 | -1 | -5 | -0.3 | 24 | 23* | -3 | 16 | -1
CC(C)(C)CN1CCN(Cc2c[nH]c3ccccc23)CC1CCO (stereo not given) | -7 | 9 | 3 | 0.4 | -7 | -2 | -8 | 3 | -3
O=C(O)c1ccc(/C=N/N2CCN(Cc3ccccc3)CC2)cc1 | -1 | 16 | 3 | -5.5 | 12 | 7 | 21 | 4 | -3
OC(CCN1CCCC1)(c1ccccc1)C1CCCCC1 (stereo not given) | 99* | 21 | -19 | -0.6 | -20 | -17 | -29 | 3 | -2
CC1CC2(CCCCC2)Nc2c1ccc1ccccc21 (stereo not given) | -4 | 14 | -4 | -2.8 | -28 | 6 | -12 | 9 | 0
CCOC(=O)N/N=C(\C)c1ccc(Oc2ncccn2)cc1 | 0 | -10 | 1 | -1.9 | -29 | 7 | 15 | 2 | -2
O=C(Cc1cccc2ccccc12)N/N=C/c1ccc2cccc(O)c2n1 | -4 | 14 | 5 | -0.2 | -18 | -4 | -13 | -1 | 1
CCOCCCNC(=O)c1cc(=O)n(Cc2cccc(C)c2)c2ccccc12 | 6 | 12 | 0 | -1.4 | -11 | 4 | 8 | 3 | 3
C/C(=N\NC(=O)Cc1ccc(Br)cc1)c1cccnc1 | 9 | 8 | -4 | -0.5 | -5 | 3 | 7 | 0 | -2
CCOc1ccc(-c2csc(NC(=O)c3cccc(N4C(=O)CCC4=O)c3)n2)cc1 | 11 | 11 | -2 | 0.7 | 68* | -5 | -4 | 19 | 8
Cn1nc(C(=O)Nc2ccc(Cl)c(S(=O)(=O)N3CCOCC3)c2)c2ccccc2c1=O | 8 | -12 | 5 | 1.5 | 44 | 14 | -2 | 18 | -3
CCN(CC)CCCNC(=O)Cn1cnc2sc(C)c(S(=O)(=O)N3CCC(C)CC3)c2c1=O | 14 | -15 | -1 | -0.6 | 0 | -4 | 3 | 1 | -7
O=C1OC(Nc2nc(-c3ccc(F)cc3)cs2)c2ccccc21 (stereo not given) | 3 | 0 | -3 | -0.6 | 0 | 7 | -41 | 3 | -5
Cc1cc(C(=O)C(C(c2ccccc2)N2CCOCC2)N2CCOCC2)ccc1Cl (stereo not given) | 3 | 22 | -2 | -1.1 | -31 | 2 | 23 | 5 | 1
CCOC(=O)c1c(NC(=O)c2ccc(N3C(=O)[C@@H]4[C@H](C3=O)[C@H]3C=C[C@@H]4C3)cc2)sc2c1CCCC2 | 3 | 21 | 2 | 1.0 | -12 | 6 | -6 | 6 | -1
O=C(NNC(=S)NC(=O)c1ccccc1)c1cccc([N+](=O)[O-])c1 | 0 | 4 | 0 | 49 | 29 | 1 | 12 | 96* | 9

5 entries from above, with two lines to a compound:
Results follow in this order: CHRM5 antagonist, M1 PAM parental, CHRM5 PAM, CRFBP-R2 agonist, TAAR1 antag, CHRM4 PAM, CRFBP-R2 block, TAAR1 agonist, CHRM5 agonist
CCOc1ccc(-c2csc(NC(=O)c3cccc(N4C(=O)CCC4=O)c3)n2)cc1
 : 11, 11, -2, 0.7, 68*, -5, -4, 19, 8
Cn1nc(C(=O)Nc2ccc(Cl)c(S(=O)(=O)N3CCOCC3)c2)c2ccccc2c1=O
 : 8, -12, 5, 1.5, 44, 14, -2, 18, -3
O=C1OC(Nc2nc(-c3ccc(F)cc3)cs2)c2ccccc21 (stereo not given)
 : 3, 0, -3, -0.6, 0, 7, -41, 3, -5
CCOC(=O)c1c(NC(=O)c2ccc(N3C(=O)[C@@H]4[C@H](C3=O)[C@H]3C=C[C@@H]4C3)cc2)sc2c1CCCC2
 : 3, 21, 2, 1.0, -12, 6, -6, 6, -1
O=C(Cc1cccc2ccccc12)N/N=C/c1ccc2cccc(O)c2n1
 : -4, 14, 5, -0.2, -18, -4, -13, -1, 1

Continuation.
SMILES | CHRM5 antagonist | M1 PAM parental | CHRM5 PAM | CRFBP-R2 agonist | TAAR1 antag | CHRM4 PAM | CRFBP-R2 block | TAAR1 agonist | CHRM5 agonist
COc1cc(S(=O)(=O)n2cnc3ccccc32)ccc1Br | 4 | 3 | -2 | -1.6 | -17 | -2 | 5 | -2 | 1
Clc1cccc(-c2ccc(/C=N/n3cnnc3)o2)c1Cl | 0 | 14 | -6 | -0.2 | -10 | -2 | -7 | 21 | -6
Oc1ccc(Nc2nc(-c3cccnc3)cs2)cc1 | 8 | 17 | 3 | -2.4 | nt | 4 | 12 | nt | -4
O=C(Cc1nnc(NC(=O)c2ccccc2)s1)N/N=C/c1cccc(O)c1 | 2 | 17 | 2 | 1.3 | -5 | 5 | -33 | 9 | -1
Cc1ccc2nc(N3CCN(C(=O)c4ccco4)CC3)c3nncn3c2c1 | -5 | 2 | -2 | -0.7 | 0 | 0 | -14 | 6 | -2
CN1CCc2c1nc1ccccc1c2N=C1CCCN1Cc1ccccc1 | -5 | 4 | 5 | 1.0 | -6 | -7 | -3 | 5 | -2
CCCCN(C)C(=O)c1cccc(OC2CCN(CC(C)(C)C)CC2)c1 | 2 | 13 | -5 | -0.8 | -14 | -3 | 1 | -1 | -21
CC1(C)CC(=O)C=C(NCc2cccs2)C1 | -4 | 12 | 0 | 1.8 | 9 | 2 | 3 | 11 | -3
COc1ccc2[nH]c3c(=O)n(/N=C/c4ccc(OC)c(CN5CCCC5)c4)c(C)nc3c2c1 | 8 | 11 | 3 | -1.9 | -20 | 1 | 9 | 0 | -1
